Source: PubChem (Broad Institute)
C diff HTS – inhibitors of Clostridium difficile growth | Clostridium difficile clinical isolate growth, OD600, 24 h; stronger effect = lower value | growth activity, negative = inhibition, % at 16 µg/mL (by protocol) | 0.25% of 86,000 active;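 active = mean growth activity at or below -80% and every replicate also at or below -80%; inconclusive = mean at or below -80% but some replicate above -80%; inactive = mean growth activity above -80%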;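 also: 0% = DMSO wells and -100% = levofloxacin 16 µg/mL wells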
GASC1 inh – KDM4C (human) demethylase inhibition. Q9H3R0. 0.15% of 96,000 active. GST-KDM4C 2-372, H3K9me3 peptide, LANCE TR-FRET. AID 720574. inhibition, % at 12.5 µM;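 active = mean replicate inhibition above about 25%, with at least 55% of replicates also reaching it, limit read from the data, passing the limit was not always enough; inconclusive = only one of those two conditions met; inactive = neither condition met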
Target sequence (Q9H3R0 2-372 limits assumed): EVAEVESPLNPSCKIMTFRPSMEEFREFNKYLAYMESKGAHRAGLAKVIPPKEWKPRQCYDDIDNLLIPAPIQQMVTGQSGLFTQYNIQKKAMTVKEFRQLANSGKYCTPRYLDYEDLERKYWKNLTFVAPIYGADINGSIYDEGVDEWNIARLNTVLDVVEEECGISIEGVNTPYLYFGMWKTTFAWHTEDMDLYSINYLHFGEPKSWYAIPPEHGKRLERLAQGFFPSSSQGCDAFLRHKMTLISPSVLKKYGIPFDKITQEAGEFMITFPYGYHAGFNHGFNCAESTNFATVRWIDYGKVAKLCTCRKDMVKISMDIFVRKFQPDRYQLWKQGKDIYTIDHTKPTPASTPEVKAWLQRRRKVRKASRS
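Test system – GST-tagged GASC-1 (JMJD2C) catalytic fragment, aa 2-372 · Medium – HEPES buffer, pH 7.5, plus ascorbate · Reagent – H3K9me3 peptide with Fe(II)/2OG · Compound – one test concentration per compound · Timing – 30 min reaction, 60 min detection, RT · Technique – TR-FRET with Eu antibody and ULight streptavidin, EDTA stop · Read-out basis – inhibition from TR-FRET ratio decrease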
Pf Dd2 growth – inhibitors of Plasmodium falciparum Dd2 growth; P. falciparum Dd2 growth, SYBR Green, 72 h; stronger effect = lower value; activity change, % at 10 µM; 2.3% of 94,000 active; in the data active = activity change below about -80%; inconclusive = no clear call, values can overlap the other calls
Tcruzi prolif – blocks T. cruzi growth in NIH3T3 culture; T. cruzi beta-gal in NIH3T3, GalScreen luminescence, 90 h; inhibition, % at 8.34 µM; 5.9% of 77,000 active; AID 624255;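 active = mean inhibition above about 93%, with at least 55% of replicates each passing it, limit read from the data, passing the limit was not always enough; inconclusive = only one of those two conditions holds; inactive = neither condition holds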
An asterisk follows results filed as active; ? = inconclusive; / = not tested or not shown; & = joins results of further samples. No enrichment for hits (roughly 6.7% active in at least one column).

nr	mol	C diff HTS	GASC1 inh
1	C[C@@H]1CN([C@H](C)CO)C(=O)c2cc(NS(=O)(=O)c3ccc(Cl)cc3)ccc2O[C@@H](C)CCCCO[C@@H]1CN(C)C(=O)c1ccccc1	-9	3.9
2	C/C=C/c1cnc2c(c1)C(=O)N([C@@H](C)CO)C[C@@H](C)[C@@H](CN(C)Cc1ccc(F)cc1)O2	4	3.6
3	CO[C@H]1CN(C)C(=O)c2ccc(NC(=O)CC(F)(F)F)cc2OC[C@@H](C)N(C(=O)C2CCCCC2)C[C@@H]1C	-6	2.3
4	O=C1CN(Cc2ccc(F)cc2)C[C@H]2[C@@H](c3ccc(Br)cc3)[C@@H](CO)N12	11	13
5	CCC(=O)NC[C@@H]1[C@H](c2ccccc2)[C@H](CO)N1C(=O)C1CCC1	-2	-0.9
6	COCC#Cc1cnc2c(c1)C(=O)N([C@@H](C)CO)C[C@H](C)[C@@H](CN(C)C(=O)NC1CCCC1)O2	12	0.0
7	COC(=O)C[C@@H]1CC[C@H]2[C@H](COc3ccc(NC(=O)Cc4cccs4)cc3C(=O)N2C)O1	/	-3.0
8	C[C@H]1CN([C@@H](C)CO)C(=O)Cc2cc(NS(=O)(=O)c3cccs3)ccc2O[C@H]1CN(C)C(=O)Nc1ccccc1	-1	-3.6
9	CO[C@@H]1CN(C)C(=O)c2ccc(NC(=O)C3CC3)cc2OC[C@H](C)N(Cc2cccc(F)c2)C[C@H]1C	2	3.9
10	O=C(C1CCCC1)N1C[C@@H]2[C@H](c3ccccc31)[C@H](CO)N2C(=O)c1ccccc1	-3	-5.3
11	COc1ccc(CN(C)C[C@@H]2Oc3ccc(NS(=O)(=O)c4cn(C)cn4)cc3CC(=O)N([C@@H](C)CO)C[C@H]2C)cc1	-1	1.9
12	C[C@H]1CN([C@@H](C)CO)C(=O)c2cc(NC(=O)CCCCCC(=O)Nc3ccccc3N)ccc2O[C@H]1CN(C)Cc1ccc(Cl)c(Cl)c1	/	-1.0
13	C[C@@H]1CN([C@H](C)CO)C(=O)c2cc(NC(=O)Cc3ccccc3)ccc2O[C@@H](C)CCCCO[C@@H]1CN(C)C(=O)Nc1cccc2ccccc12	14	-6.4
14	C[C@@H]1CN([C@@H](C)CO)C(=O)c2cccc(NC(=O)Nc3ccc(C(F)(F)F)cc3)c2O[C@@H]1CN(C)Cc1ccncc1	18	1.2
15	COc1ccc2c3c([nH]c2c1)[C@@H](CO)N(C(=O)C1CCC1)CC31CCN(Cc2cccc(F)c2)CC1	4	-1.0

nr	Pf Dd2 growth	Tcruzi prolif
1	-27	-1
2	-57	90
3	-60	/
4	23	/
5	-11	8
6	48	16
7	/	-47
8	59	-33
9	-51	57
10	11	6
11	5	-11
12	-17	31
13	-92*	83
14	5	/
15	-6	/

Other entries
nr	mol	C diff HTS	GASC1 inh
16	COc1ccc(CNC(=O)N(C)C[C@H]2OCc3ccccc3-c3c(n(C)c4ccccc34)C(=O)N([C@@H](C)CO)C[C@@H]2C)cc1	9	/
17	O=C(C[C@H]1CC[C@@H](NC(=O)Nc2ccc(C(F)(F)F)cc2)[C@@H](CO)O1)NCc1cc(F)cc(F)c1	/	-1.2
18	C[C@H](CO)N1C[C@H](C)[C@@H](CN(C)C(=O)C2CC2)Oc2cc(-c3cccc(F)c3)ccc2S1(=O)=O	0	-2.0
19	CCCNC(=O)Nc1ccc2c(c1)C(=O)N(C)C[C@@H](OC)[C@@H](C)CN(C(=O)C1CCCCC1)[C@@H](C)CO2	-2	-0.1
20	CCC(=O)N1C[C@H]2[C@@H](c3ccccc31)[C@H](CO)N2Cc1ccccc1F	-2	0.1
21	C[C@H](CO)N1C[C@H](C)[C@@H](CN(C)Cc2ccc3c(c2)OCO3)Oc2ncc(/C=C/c3ccccc3)cc2C1=O	11	7.2
22	COc1cccc(-c2ccc3c(c2)[C@@H]2[C@@H](CCN2C(=O)NC2CCCCC2)[C@H](CO)N3C)c1	-2	7.8
23	Cc1noc(C)c1NC(=O)N(C)C[C@H]1Oc2ccc(NS(=O)(=O)c3ccccc3)cc2CC(=O)N([C@@H](C)CO)C[C@@H]1C	-6	-1.3
24	CC(C)NC(=O)Nc1ccc2c(c1)C(=O)N([C@H](C)CO)C[C@@H](C)[C@@H](CN(C)C(=O)NC(C)C)OCCCC[C@H](C)O2	0	-0.5
25	COCC(=O)N(C)C[C@@H]1Oc2ncc(C#Cc3ccccc3OC)cc2C(=O)N([C@@H](C)CO)C[C@@H]1C	1	-0.3
26	O=C(C[C@@H]1CC[C@@H](NC(=O)C2CCC2)[C@H](CO)O1)NC1CCC1	4	-0.3
27	COc1cccc(CN2[C@@H](CO)[C@H](c3ccccc3)C23CN(C(=O)C2CCOCC2)C3)c1	-6	-0.2
28	COc1ccc(S(=O)(=O)N(C)C[C@@H]2OCCCC[C@@H](C)Oc3ccc(NC(=O)c4ccccc4)cc3C(=O)N([C@@H](C)CO)C[C@H]2C)cc1	12	-1.7
29	C[C@H]1CN([C@@H](C)CO)C(=O)c2cccc(NS(C)(=O)=O)c2O[C@H]1CN(C)Cc1ccncc1	-1	-0.7
30	O=C(C[C@@H]1CC[C@H]2[C@@H](COC[C@H](O)CN2CCC(F)(F)F)O1)NCC1CCCCC1	-2&-8	0.0

nr	Pf Dd2 growth	Tcruzi prolif
16	-56	71
17	1	22
18	12	/
19	33	6
20	0	18
21	-59	92
22	-76	/
23	12	-7
24	35	29
25	28	22
26	8	/
27	-77	/
28	-68	70
29	2	18
30	-13	109*

(further entries)
nr	mol	C diff HTS	GASC1 inh
31	Cc1ccccc1S(=O)(=O)N1[C@H](C#N)[C@H](c2ccc(-c3ccc(F)cc3)cc2)[C@H]1CO	11	-2.7
32	O=C(NCC[C@H]1CC[C@H](NC(=O)C2CCCCC2)[C@@H](CO)O1)Nc1ccc(Cl)cc1	/	-1.0
33	C[C@H]1CN([C@@H](C)CO)C(=O)Cc2cc(NC(=O)Nc3cccc4ccccc34)ccc2O[C@@H]1CN(C)C	-1	4.4
34	CO[C@H]1CN(C)C(=O)c2cc(C#N)ccc2OC[C@H]2O[C@@H](CC[C@H]2OC)CCN(C)C(=O)[C@H]1C	/	9.6
35	C[C@H]1CN([C@@H](C)CO)C(=O)c2cc(NC(=O)Cc3ccccc3)ccc2O[C@H]1CN(C)Cc1ccncc1	-4	-2.4
36	C[C@H]1CN([C@@H](C)CO)C(=O)c2cc(/C=C/c3ccccc3)cnc2O[C@@H]1CN(C)C(=O)Cc1cccnc1	-4	0.0
37	O=C(C[C@H]1CC[C@@H]2[C@H](COC[C@@H](O)CN2C(=O)c2cccnc2)O1)NC1Cc2ccccc2C1	13&4	2.7
38	C/C=C/c1ccc(C2[C@@H]3CN(C(=O)Nc4ccccc4OC)C[C@H]2N3)cc1 (stereo partly specified)	0&7	-1.2&7.3
39	C[C@@H]1CN([C@H](C)CO)C(=O)c2cc(NS(C)(=O)=O)ccc2O[C@H]1CN(C)CC1CC1	-2	7.2
40	O=S(=O)(Cc1ccccc1)N1CCCCN2[C@H](CO)[C@H](c3ccc(-c4ccc(F)cc4)cc3)[C@H]2C1	47	-1.0
41	CO[C@@H](C(=O)N(C)C[C@H]1OCc2ccccc2-c2ccccc2C(=O)N([C@H](C)CO)C[C@H]1C)c1ccccc1	0	0.6
42	COc1ccc(S(=O)(=O)N(C)C[C@@H]2Oc3cc(C#CC4CCCCC4)ccc3S(=O)(=O)N([C@H](C)CO)C[C@H]2C)cc1	/	-1.4
43	COc1ccc(NC(=O)Nc2ccc3c(c2)C(=O)N([C@H](C)CO)C[C@H](C)[C@@H](CN(C)S(=O)(=O)c2ccc(OC)cc2)OCCCC[C@H](C)O3)cc1	0	0.5
44	CCNC(=O)[C@H]1[C@H](CO)[C@H]2Cn3c(ccc(-c4cccnc4)c3=O)[C@@H]1N2Cc1ccccc1	1	0.6
45	CCCC#Cc1cnc2c(c1)C(=O)N([C@@H](C)CO)C[C@H](C)[C@@H](CN(C)C(=O)c1ccc3c(c1)OCO3)O2	/	0.4

nr	Pf Dd2 growth	Tcruzi prolif
31	-14	101*
32	24	-61
33	-17	/
34	11	-21
35	-11	18
36	4	/
37	17	-7
38	-18&-23	/
39	11	-55
40	-48	?
41	-11	26
42	-86*	39
43	0	-12
44	-3	7
45	-58	65

Gathered by group: the entries above containing a thiophene ring, fused or not (2)
nr	mol	C diff HTS	GASC1 inh
7	COC(=O)C[C@@H]1CC[C@H]2[C@H](COc3ccc(NC(=O)Cc4cccs4)cc3C(=O)N2C)O1	/	-3.0
8	C[C@H]1CN([C@@H](C)CO)C(=O)Cc2cc(NS(=O)(=O)c3cccs3)ccc2O[C@H]1CN(C)C(=O)Nc1ccccc1	-1	-3.6

nr	Pf Dd2 growth	Tcruzi prolif
7	/	-47
8	59	-33

Further records:
nr	mol	C diff HTS	GASC1 inh
46	COc1ccc(-c2ccc3c(c2)[C@H]2[C@H](CCN2C(=O)C2CC2)[C@@H](CO)N3C)cc1	14	1.2
47	O=C(C[C@H]1CC[C@@H](NC(=O)Nc2ccc3c(c2)OCO3)[C@@H](CO)O1)NCc1ccc(Cl)cc1	2	0.9
48	CCNC(=O)[C@H]1[C@H](CO)[C@H]2Cn3c(cccc3=O)[C@@H]1N2C(=O)Nc1cc(F)ccc1F	-2	-2.3
49	C[C@@H]1CN([C@H](C)CO)C(=O)CCCn2cc(nn2)CO[C@H]1CN(C)CC1CCCCC1	/	1.9
50	C[C@H](NC(=O)C[C@H]1C[C@@H]2c3cc(NS(C)(=O)=O)ccc3O[C@@H]2[C@H](CO)O1)c1ccccc1	-4	-0.7
51	COc1ccc(C#Cc2cnc3c(c2)C(=O)N([C@H](C)CO)C[C@@H](C)[C@@H](CN(C)C)O3)cc1	-8	-0.6
52	C[C@H](CO)N1C[C@H](C)[C@H](CN(C)S(=O)(=O)c2ccc(F)cc2)OCCCC[C@H](C)Oc2ccc(NS(C)(=O)=O)cc2C1=O	0	-2.0
53	C[C@@H]1CCCCO[C@@H](CN(C)Cc2ccc3c(c2)OCO3)[C@@H](C)CN([C@H](C)CO)C(=O)c2cc(NC(=O)CCCCCC(=O)Nc3ccccc3N)ccc2O1	-2	-0.1
54	C[C@H](CO)N1C[C@H](C)[C@@H](CN(C)S(=O)(=O)c2ccc(F)cc2)Oc2cc(C3=CCCCC3)ccc2S1(=O)=O	13	-0.7
55	C[C@H]1CN([C@@H](C)CO)C(=O)Cc2cc(NC(=O)NC3CCCCC3)ccc2O[C@@H]1CN(C)S(=O)(=O)c1ccccc1	-1	-0.1
56	COc1ccc(-c2ccc([C@H]3[C@@H](CO)N4C(=O)CN(C(=O)NC(C)C)C[C@@H]34)cc2)cc1	-1	0.0
57	Cc1ccccc1S(=O)(=O)N1CCCCN2[C@@H](CO)[C@@H](c3ccc(-c4cccnc4)cc3)[C@@H]2C1	-24	-0.3
58	CN(C)C(=O)c1cccc(-c2ccc([C@H]3[C@@H](CO)N4C(=O)CN(C(=O)C5CCCCC5)C[C@@H]34)cc2)c1	-6	0.2
59	C[C@H]1CN([C@@H](C)CO)C(=O)Cc2cc(NS(C)(=O)=O)ccc2O[C@@H]1CN(C)C(=O)Nc1ccc2c(c1)OCO2	-11	1.5
60	C[C@@H]1CCCCO[C@@H](CN(C)Cc2ccc(C(F)(F)F)cc2)[C@@H](C)CN([C@@H](C)CO)C(=O)c2cc(NC(=O)c3ccccc3)ccc2O1	12	-2.8

nr	Pf Dd2 growth	Tcruzi prolif
46	-7	82
47	-13	-16
48	-14	/
49	17	-2
50	19	/
51	-51	76
52	1	37
53	-85*	/
54	-69	114*
55	-24	17
56	-36	/
57	-46	85
58	-1	/
59	7	-15
60	-24	69

The list continues:
nr	mol	C diff HTS	GASC1 inh
61	COCC(=O)N1C[C@@H](C)[C@@H](OC)CN(C)C(=O)c2cc(NC(=O)c3cnccn3)ccc2OC[C@@H]1C	/	0.3
62	CCNC(=O)C[C@@H]1C=C[C@H](NC(=O)NC2CCCCC2)[C@H](CO)O1	-1	0.3
63	Cc1ccc(S(=O)(=O)Nc2cccc3c2O[C@@H](CN(C)Cc2ccc4c(c2)OCO4)[C@H](C)CN([C@@H](C)CO)C3=O)cc1	-3	0.2
64	Cc1ccc(S(=O)(=O)N(C)C[C@@H]2OCCCC[C@@H](C)Oc3ccc(NC(=O)CCC(F)(F)F)cc3C(=O)N([C@@H](C)CO)C[C@H]2C)cc1	/	5.1

nr	Pf Dd2 growth	Tcruzi prolif
61	9	56
62	14	/
63	-12	-22
64	-64	/
